Source: PubChem BioAssay (several laboratories)
HSF1 activator – increases HSF-1 driven luciferase reporter signal; activation, % at 9 µM; 300,000 tested, 1.7% active; NIH3T3-HGL HSF-1 luciferase reporter, MG132, 8 h; 100% = twice DMSO control signal;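 active = mean replicate activation of at least 50% with a set share of replicates each reaching 50%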;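 note: 0% = median of the neutral control wells and 100% = twice that signal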
GSK3beta inhib – blocks human GSK3beta kinase activity; AID 2097; 300,000 tested, 0.038% active; GST-GSK3beta kinase, ADP-Glo luminescence, 60 min; stronger effect = lower value; activity score (negative = inhibition), % at 10 µM; P49841;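 active = more than half of replicate wells score below -50%, meaning over 50% inhibition versus plate controls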;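 note: 0% = median DMSO wells and -100% = median GW8510 positive control wells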
Target sequence (P49841 whole entry, looked up): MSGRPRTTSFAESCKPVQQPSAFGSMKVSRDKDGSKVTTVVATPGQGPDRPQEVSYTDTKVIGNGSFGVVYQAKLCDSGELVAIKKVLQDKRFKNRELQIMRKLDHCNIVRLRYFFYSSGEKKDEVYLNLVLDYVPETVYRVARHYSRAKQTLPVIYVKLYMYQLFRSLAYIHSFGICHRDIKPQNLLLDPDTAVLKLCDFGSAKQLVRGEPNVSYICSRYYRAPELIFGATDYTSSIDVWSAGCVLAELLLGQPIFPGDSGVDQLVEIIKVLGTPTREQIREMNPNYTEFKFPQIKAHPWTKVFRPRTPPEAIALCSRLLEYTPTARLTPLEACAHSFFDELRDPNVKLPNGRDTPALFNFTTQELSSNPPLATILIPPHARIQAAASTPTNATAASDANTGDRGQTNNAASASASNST
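Test system: GST-tagged human GSK3beta kinase, cell-free; evaluation: activity score scaled between in-plate DMSO and GW8510 controls; measured by: ADP-Glo luminescence; incubation: 60 min reaction, RT; benchmarks: DMSO and 20 µM GW8510; reagent: peptide substrate plus 25 µM ATP (final); medium: Tris/MgCl2 kinase buffer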
GSK3 alpha inh – inhibitors of human GSK-3 alpha kinase | inhibition, % at 10 µM | ADP-Glo luminescence, 60 min | 320,000 tested, 0.1% active | AID 2650 | P49840;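 in the data active = inhibition above about 50%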;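 note: GST-tagged GSK-3 alpha with peptide substrate and 25 µM ATP; 0% = DMSO neutral wells and 100% = GW8510 positive control wells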
Target sequence (P49840 whole entry, looked up): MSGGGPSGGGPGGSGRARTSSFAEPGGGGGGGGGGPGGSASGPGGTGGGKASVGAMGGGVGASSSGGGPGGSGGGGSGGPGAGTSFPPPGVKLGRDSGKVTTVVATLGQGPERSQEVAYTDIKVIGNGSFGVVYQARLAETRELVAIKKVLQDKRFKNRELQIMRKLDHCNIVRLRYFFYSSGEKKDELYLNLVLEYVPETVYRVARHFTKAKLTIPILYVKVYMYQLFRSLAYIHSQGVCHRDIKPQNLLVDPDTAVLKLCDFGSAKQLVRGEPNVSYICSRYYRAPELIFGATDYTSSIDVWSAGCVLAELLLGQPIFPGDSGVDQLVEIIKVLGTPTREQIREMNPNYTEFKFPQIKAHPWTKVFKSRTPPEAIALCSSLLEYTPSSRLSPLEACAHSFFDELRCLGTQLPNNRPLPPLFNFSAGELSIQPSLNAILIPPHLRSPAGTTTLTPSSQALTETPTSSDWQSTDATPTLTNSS
aSyn UTR inh – MLPCN primary screen, SNCA 5' untranslated region; 300,000 tested, 0.82% active; inhibition, % (tested at 7.5 µM); alpha-synuclein 5'UTR reporter, inhibitor activity; in the data active = inhibition above about 60%;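 note: H4 neuroglioblastoma cells stably carrying SNCA 5'UTR luciferase fusion; 0% = DMSO wells and 100% = positive control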
AI-2 QS modul – modulators of Vibrio harveyi AI-2 quorum sensing system | Vibrio harveyi JMH597 AI-2 luminescence/OD600 ratio, 9 h; stronger effect = lower value; strain lacks LuxN and CqsS sensors; 0 = neutral-control median | activity change, % at 7.5 µM | 300,000 tested, 0.4% active | AID 2094; in the data active = activity change below about -75%, passing the limit was not always enough;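 note: luminescence divided by OD600 gain over 9 h not by final OD600 alone; inactives centre near 13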
PolyA inhibitor – blocks polyadenylation in yeast reporter cells | 300,000 tested, 0.02% active | S. cerevisiae SKY197-pL101 polyadenylation reporter, beta-gal luminescence; efflux-impaired pdr1/pdr3 knockout yeast; score 100 = 6 SD above DMSO | calls only at 12 µM;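 active = lowest replicate activity score at least 50, where 100 means six control SD above control mean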;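 note: yeast exposed to compound for 9 h at 30 °C; higher score means more reporter readthrough which indicates perturbed polyadenylation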
HSP90 inh – blocks HSP90-mediated luciferase refolding in reticulocyte lysate; Rabbit reticulocyte lysate, luciferase refolding luminescence, 3 h; inhibition, % at 5.6 µM; 290,000 tested, 0.91% active;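 active = inhibition above the screen-wide mean plus 3 SD, computed separately per campaign, cut at about 16% in these data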;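 note: 0% = DMSO wells and 100% = 60 µM geldanamycin wells; inhibitors lower the luminescence because luciferase stays unfolded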
KLF5 inh – inhibitors of KLF5 expression; DLD-1 KLF5 promoter-luciferase reporter, luminescence; inhibition, % at 5 µM; 290,000 tested, 0.23% active;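 active = inhibition above a per-plate limit of that plate's mean compound inhibition plus 3 SD, cut at about 60% in these data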;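 note: 0% = DMSO wells and 100% = LY294002 at 200 µM; higher means less KLF5 promoter-driven luciferase light; inactives centre near -14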
IEC-6 cytotox – IEC-6 cytotoxicity, counter-screen for KLF5 inhibitors; luminescence viability; inhibition, % at 5 µM; 290,000 tested, 0.78% active; in the data active = inhibition above about 22%;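 note: 0% = plate median of test compound wells and 100% = cytotoxic reference compound wells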
HSF1 inh – HSF1 inhibition | NIH3T3-HGL HSE-luciferase, MG132-induced, luminescence 8 h; stronger effect = lower value | 300,000 tested, 0.77% active | activity change, negative = inhibition, % at 7.5 µM (by protocol);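 active = more than half of replicate wells show activity change below -50%, luminescence cut by over half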;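 note: luciferase reports HSF-1 transcriptional activity via heat shock element; 0% = median of DMSO wells and -100% = zero luminescence signal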
* hit, by the source's call; i = inactive; x = no result given. Only part of the results is shown; rates above refer to the full screens.

SMILES	HSF1 activator	GSK3beta inhib	GSK3 alpha inh	aSyn UTR inh	AI-2 QS modul	PolyA inhibitor	HSP90 inh	KLF5 inh	IEC-6 cytotox	HSF1 inh
COCc1ccc(C(=O)NC2CC(C)(C)Cc3c2cnn3-c2ccc(OC)cc2)o1 (stereo unspecified)	2	x	2	25	19	i	-2	-34	12	-6
Cn1c(C(=O)OC(C(=O)NCc2ccco2)c2ccncc2)cc2sccc21 (stereo unspecified)	-23	-2	0	-17	24	i	-2	-29	-1	-8
Cc1cc(C)n(CC(=O)N/N=C/c2c[nH]c3ccccc23)n1	-9	3	7	35	7	i	3	-5	7	-8
CCOc1ccccc1CNC(=O)C1CCN(c2nn3c(=O)cc(C)nc3s2)CC1	-7	-3	0	10	13	i	-2	-1	4	3
CC(=O)c1nn(-c2ccccc2)cc1C(=O)c1ccc(C)cc1	5	2	-1	20	9	i	x	x	x	-3
CCc1nc2cccnc2n1-c1ccc(CC(=O)O)cc1	-13	4	-2	-3	5	i	-1	-12	0	-5
Cc1ccc(CSCC(=O)N2CCOCC2)cc1	10	-1	-3	-16	-16	i	3	-36	-1	7
Cc1ccc(-c2nn(C)c(=O)c3ccccc23)cc1S(=O)(=O)NCCN(C)C	-67	-3	0	-14	6	i	3	-17	-6	-61*
NC(=O)Cn1nc([N+](=O)[O-])nc1Oc1ccccc1F	1	4	-2	-11	14	i	-2	-30	-7	-11
CSc1ncc(C(=O)NCCCc2ccccc2)c(C)n1	10	1	-1	-18	-5	i	2	-70	-4	2
COCCNC(=O)/C(C#N)=C/c1ccc(C(=O)O)cc1	-11	-6	-1	15	26	i	-1	-28	-3	-7
CCCCC(=O)Nc1nnc(S(=O)(=O)N(CC)c2ccccc2)s1	-3	3	-3	-6	20	i	-2	8	2	-3
CC(=O)Nc1cccc(NC(=O)C2CCCN2C(=O)Nc2ccc(Cl)cc2)c1 (stereo unspecified)	13	2	1	1	18	i	0	15	1	2
CCc1nc(N2CCN(C(C)=O)CC2)c2c3c(sc2n1)CCCC3	2	1	3	25	14	i	1	-29	-7	-4
COc1cc(Br)c(CN2C(=O)NC3(CCCCCC3)C2=O)cc1OC	10	-4	4	-14	9	i	-1	-9	-8	5
COc1ccc(-c2coc3cc4oc(=O)cc(C)c4cc23)cc1F	-28	0	-1	22	14	i	-2	-29	7	-14
CC1(C)CC(=O)C(C(C2=C(O)CC(C)(C)CC2=O)c2ccco2)C(=O)C1 (stereo unspecified)	-5	3	-1	2	23	i	-3	-4	-5	-3
CCOc1ccc(S(=O)(=O)N2CN3CCN(C3)C2)cc1	-54	2	-3	-8	0	i	3	-34	-2	-42
CCCC(=O)N(c1ccc2oc(C)c(C(C)=O)c2c1)S(=O)(=O)c1ccc(C(=O)O)cc1	6	1	-2	5	10	i	3	-5	4	-8
CSCCC(N=C(NS(=O)(=O)c1ccc(C)cc1)c1ccccc1)C(=O)O (stereo unspecified)	x	1	-2	5	31	i	-3	-16	1	x
Cc1ccc(SCCC(=O)NCCSCc2ccccc2C)cc1	15	7	-4	-8	7	i	2	14	0	-7
Cc1cc(C)c2nc(NC(=O)c3cccc(S(=O)(=O)N4CCc5ccccc54)c3)sc2c1	11	-1	1	-2	18	i	-3	-2	-8	6
CC(C(=O)NCc1ccco1)n1nc(-c2ccccc2)c2cc(Cl)ccc21 (stereo unspecified)	0	-4	0	5	29	i	-2	-46	0	3
CCOC(=O)CNC(=O)CN1CCC(c2nc3ccccc3[nH]2)CC1	-7	0	-15	1	13	i	-1	-7	3	-6
COc1ccc(OC)c2c1cc(C(=O)N[C@H](C(=O)N1CCC[C@H]1C(=O)O)C(C)C)n2C	-3	1	-3	0	18	i	-1	-13	-3	-7
COc1ccc(C(=O)Nc2ccccc2C(=O)NCCCn2ccnc2)cc1	10	2	x	11	19	i	-1	-20	1	-2
CC(C)c1cc(CNC(=O)C2CCC(=O)N(Cc3ccccc3F)C2)on1 (stereo unspecified)	-23	-2	-1	-14	14	x	0	2	11	-6
Cn1cc(CN2CCCC(CO)(Cc3ccccc3)C2)cn1 (stereo unspecified)	-3	2	-1	-6	21	i	3	-34	1	1
Cc1snc(S(=O)(=O)/C(C#N)=N/Nc2cccc(C(F)(F)F)c2)c1C#N	8	7	-5	4	20	i	0	-5	0	-3
CC(NC(=O)C12CC3CC(CC(C3)C1)C2)C(=O)NCCN(C)C (stereo unspecified)	-4	5	10	12	12	i	0	-2	5	-2
COc1ccc(C)cc1S(=O)(=O)N(C)CC(=O)NCc1ccccn1	11	1	-1	18	1	i	1	13	-2	1
COC(=O)C1=C(C)N(c2ccc(F)cc2)C(=O)C1	8	1	-1	7	20	i	8	8	4	-1
NC(=O)C1CCN(c2ccc(C(F)(F)F)cc2[N+](=O)[O-])CC1	-6	-1	-3	-9	30	i	3	-3	2	-4
CC(=O)Nc1ccc(NC(=O)Cn2nc(C(=O)Nc3ccc(C)cc3)ccc2=O)cc1	1	-3	-1	-10	30	i	-6	-12	-2	-2
COc1cccc(CN2CCN(Cc3ccc(C#CC(C)(C)O)s3)CC2CCO)c1 (stereo unspecified)	-12	1	-1	-9	35	i	-1	-14	-1	3
O=C(O)Cc1ccc2oc(-c3ccccn3)nc2c1	0	-1	0	-20	15	i	5	-21	-4	4
O=C(CSCc1ccccc1)N1CCN(Cc2ccc3c(c2)OCO3)CC1	0	-6	1	-6	5	i	-3	-35	-6	2
O=C(Nc1ccc(O)cc1)c1ccc(C(=O)c2ccccc2)o1	26	3	0	-120	-19	i	3	-11	0	17
CCCn1nc(C(=O)NNC(=O)CSCC(=O)Nc2cc(C)on2)c2ccccc2c1=O	-11	3	1	4	-2	i	x	x	x	0
C/C(=N\NC(=O)c1ccco1)c1ccc(-c2ccccc2)cc1	20	0	0	-126	28	i	-2	-187	-7	14
O=C1CSC(c2ccc([N+](=O)[O-])cc2)N1c1ccccc1 (stereo unspecified)	7	-4	2	2	4	i	1	-21	-9	-3
Cc1nn(-c2ccc(F)cc2)c(C)c1CN1CCN(CCC(C)C)C(CCO)C1 (stereo unspecified)	-1	2	0	13	0	i	1	-13	-4	-1
Cc1c(C)n(Cc2ccccc2)c2ncnc(NCCO)c12	6	-1	-3	18	7	i	0	-15	-10	3
O=C(CCCCCNC(=O)N1CCn2c1nc1ccccc12)N[C@@H](Cc1ccccc1)C(=O)O	5	-1	-1	1	-10	i	5	-10	0	4
CCO[C@H]1OC(C(=O)N2CCN(Cc3ccc4c(c3)OCO4)CC2)=C[C@@H](c2ccc3c(c2)OCO3)[C@@H]1CCCO	-14	-1	x	14	0	i	3	6	-3	0
COc1ccc(Cn2c(CCC(=O)Nc3ccccc3OC)nc3cccnc32)cc1	0	5	x	16	22	i	1	-7	1	0
CCN(CC)C(=O)/C(=C/c1cccc([N+](=O)[O-])c1)NC(=O)c1ccco1	14	2	-2	14	13	i	-5	-16	0	-3
COc1ccc(N2CCN(Cc3csc(C)c3-c3ccc(C)cc3)CC2)cc1	12	1	0	8	21	i	5	2	0	7
O=C(CC(=O)Nc1cc(Cl)ccc1Cl)Nc1cc(Cl)ccc1Cl	-9	1	-4	1	17	i	-2	-28	3	-1
O=C(CCN1C(=O)C2C3CCC(C3)C2C1=O)OCC(=O)c1cccc([N+](=O)[O-])c1 (stereo unspecified)	3	-1	x	3	16	i	-1	-2	10	-3
O=C(COC(=O)c1ccccc1F)NNC(=O)c1ccccc1	8	1	0	3	14	i	x	x	x	-4
CCOC(=O)c1ccc(S(=O)(=O)N2CCNCC2)cc1	10	0	-1	2	6	i	-2	4	0	3
COc1ccc(-n2nc(C(=O)NCC(=O)NCC3COc4ccccc4O3)c3ccccc3c2=O)cc1OC (stereo unspecified)	10	0	0	6	16	i	-2	-11	-3	2
COC(=O)CCC(=O)NNC(=O)c1cccc(Br)c1	-73	4	-3	-13	3	i	-1	-19	-6	-67*
CCCc1cc2c(cc1NC(=O)c1ccc(C(C)(C)C)cc1)OCO2	32	0	-5	-74	-3	i	10	21	2	19
COC(=O)Cc1nnc(SCC(=O)Nc2ccccc2)c2ccccc12	37	2	-2	-10	14	i	-4	-37	-4	17
CC(C)Cn1c(-c2ccc(Cl)cc2)cnc1SCC(=O)N1CCOCC1	x	0	-2	9	18	i	-1	7	0	x
Cc1ccc(OCC(=O)NC2CC(C)(C)NC(C)(C)C2)c(C)c1	-10	-2	3	4	4	i	-4	-24	0	2
Cc1ccc(NC(=O)CCCn2c(=O)[nH]c3ccsc3c2=O)cc1	-2	1	1	-45	19	i	-2	-13	-7	-7
O=C(c1ccc(S(=O)(=O)N2CCOCC2)cc1)N(c1ccc(F)cc1)C1C=CS(=O)(=O)C1 (stereo unspecified)	-14	-1	-5	-7	6	i	0	15	3	-3
Next section
SMILES	HSF1 activator	GSK3beta inhib	GSK3 alpha inh	aSyn UTR inh	AI-2 QS modul	PolyA inhibitor	HSP90 inh	KLF5 inh	IEC-6 cytotox	HSF1 inh
O=C(O)CC1=C(Nc2ccccc2)C(=O)N(c2ccccc2)C1c1ccc(Br)cc1 (stereo unspecified)	57*	4	-2	-104	-9	i	-7	-28	2	38
O=C(Nc1nncs1)c1cccc(S(=O)(=O)N2CCOCC2)c1	7	1	-1	7	1	i	1	3	3	-8
COc1ccc2c(c1)C(=O)N(Cc1ccccc1)C(=O)C2(C)C	3	-9	0	27	-5	i	2	5	10	4
C/C(=N/NC(=O)c1cc(-c2cccc([N+](=O)[O-])c2)n[nH]1)c1ccc(Cl)cc1	9	1	-4	-20	11	i	1	-14	0	2
Cc1cc(C)cc(C(=O)NC(CC(N)=O)c2ccc(NC3CCCCCCCCCCC3)c([N+](=O)[O-])c2)c1 (stereo unspecified)	-11	-2	0	30	25	i	-3	2	-3	2
O=C1CN(c2ccccc2)C(=S)N1c1ccccc1	9	-1	-2	-8	5	i	-2	-47	-3	2
O=C1CCCN2N=C(SCC(=O)N3CCCCC3)SC2=N1	-3	1	1	-6	16	i	1	5	13	1
COc1cc(C2NC(=O)NC(C)=C2C(=O)OCC2CCCO2)cc(OC)c1OC (stereo unspecified)	8	3	4	-3	3	i	4	-11	-2	-2
CCOC(=O)C1CCCN(S(=O)(=O)c2c(C)c(C)cc(C)c2C)C1 (stereo unspecified)	9	0	-5	3	13	i	1	-6	-3	5
C=CCn1c(SCC(C)=O)nnc1-c1cc(-c2ccccc2)sc1N	14	-1	-1	-1	9	i	3	-21	1	-2

Nothing new here: three of the compounds above.
SMILES	HSF1 activator	GSK3beta inhib	GSK3 alpha inh	aSyn UTR inh	AI-2 QS modul	PolyA inhibitor	HSP90 inh	KLF5 inh	IEC-6 cytotox	HSF1 inh
O=C(O)CC1=C(Nc2ccccc2)C(=O)N(c2ccccc2)C1c1ccc(Br)cc1 (stereo unspecified)	57*	4	-2	-104	-9	i	-7	-28	2	38
O=C(Nc1nncs1)c1cccc(S(=O)(=O)N2CCOCC2)c1	7	1	-1	7	1	i	1	3	3	-8
COc1ccc2c(c1)C(=O)N(Cc1ccccc1)C(=O)C2(C)C	3	-9	0	27	-5	i	2	5	10	4
